Compound activity as filed in PubChem.
AmpC inh no detg = qHTS Inhibitors of AmpC Beta-Lactamase (assay without detergent); P00811; AmpC nitrocefin hydrolysis, absorbance 480 nm, 0.0001% Triton; Potency, µM (series often up to 57.1 µM), inactives show top-dose activity change, negative = inhibition, hits mostly inhibitors; 330,000 tested, 0.52% active;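 also: potency is read from the fitted curve at half-maximal effect; plate controls were no compound for no effect and no enzyme for full effect; nearly all actives have a fitted effect of over 20% in size; some results filed as inactive show a strong effect at the top dose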
Target sequence (P00811 whole entry, looked up): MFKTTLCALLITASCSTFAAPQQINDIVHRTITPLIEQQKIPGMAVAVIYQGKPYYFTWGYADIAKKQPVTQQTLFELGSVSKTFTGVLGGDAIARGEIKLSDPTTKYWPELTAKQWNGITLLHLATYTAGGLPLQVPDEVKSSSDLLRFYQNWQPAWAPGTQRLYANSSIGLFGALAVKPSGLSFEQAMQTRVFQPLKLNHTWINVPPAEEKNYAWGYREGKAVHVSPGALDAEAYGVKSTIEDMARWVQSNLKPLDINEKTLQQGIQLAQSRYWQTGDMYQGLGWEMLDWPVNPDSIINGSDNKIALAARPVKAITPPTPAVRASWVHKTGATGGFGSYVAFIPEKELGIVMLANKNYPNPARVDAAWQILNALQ
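AmpC (5.3 nM in the dispensed reagent) in 20 mM phosphate pH 7.0 with 0.01% (detergent screen) or 0.0001% Triton X-100 was preincubated with compounds for 15 min at room temperature. Nitrocefin was then added from an 800 uM solution, and hydrolysis was followed at 480 nm.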
HCMV antiviral = qHTS Assay for inhibitors of the human cytomegalovirus (HCMV). AID 1259415, 2018. activity change, negative = inhibition, % at 57.5 µM. HFF cells, HCMV-luciferase reporter, 72 h; hits give low values. 410,000 tested, 4.5% active; in the data active = activity change below about -60%; inconclusive = no clear call, values can overlap the other calls; inactive = above about -39%
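Two-dose cell screen: HFF monolayers treated with compounds and infected with luciferase-expressing HCMV at 1 PFU/cell, 72 h at 37C, then lysed for luciferase measurement.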
AMA1-RON2 inh = qHTS for Inhibitors of AMA1-RON; Towards Development of Antimalarial Drug Lead: Primary Screen | Plasmodium falciparum AMA1 (3D7) - RON2 peptide interaction | 360,000 tested, 0.2% active | Potency, µM (top dose mostly 58.2 µM), without a hit: at the top dose activity change, negative = inhibition, most hits filed as inhibitors | AlphaScreen AMA1-biotinylated RON2 peptide binding;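 also: potency is read from the fitted curve at half-maximal effect; 0% = vehicle wells and -100% = peptide control; nearly all actives have a fitted effect of over 45% in size; some results filed as inactive show a strong effect at the top dose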
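AMA1 (3D7) with his tag at 25 nM final met compounds first, then biotinylated RON2 peptide at 25 nM; detection used donor plus acceptor beads, 10 µg/mL apiece, read by AlphaScreen after 30 min at room temperature.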
FBPA Giardia inh = qHTS Assay for Inhibitors of Fructose-1,6-bisphosphate Aldolase from Giardia Lamblia; A8B2U2; purified Giardia FBPA; Potency, µM (series often up to 59.6 µM), for the others: at the top dose activity, negative = inhibition, actives largely listed as inhibitors; 290,000 tested, 0.71% active; AID 2451, 2010; also: potency is read from the fitted curve at half-maximal effect; nearly all actives have a fitted effect of over 55% in size
Target sequence (A8B2U2 whole entry, looked up): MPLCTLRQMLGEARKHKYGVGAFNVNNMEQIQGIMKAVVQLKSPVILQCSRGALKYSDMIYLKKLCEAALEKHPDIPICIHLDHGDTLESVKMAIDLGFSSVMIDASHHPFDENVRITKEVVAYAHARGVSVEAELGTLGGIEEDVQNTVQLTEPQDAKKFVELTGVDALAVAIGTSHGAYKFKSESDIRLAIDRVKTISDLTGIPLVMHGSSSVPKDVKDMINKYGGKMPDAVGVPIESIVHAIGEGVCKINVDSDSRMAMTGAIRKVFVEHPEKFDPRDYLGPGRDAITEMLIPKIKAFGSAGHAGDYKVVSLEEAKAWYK
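Giardia FBPA (40 nM reagent) was preincubated 10 min at RT with compound (up to 57.5 uM final), then substrate plus GAPDH/TPI/NAD/arsenate coupling system with diaphorase/resazurin was added; resorufin fluorescence (525/598 nm) was read after 20 min.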
Sm TGR inh = qHTS Assay for the Inhibitors of Schistosoma Mansoni Peroxiredoxins | purified TGR, DTNB reduction, TNB absorbance 405 nm | Schistosoma mansoni thioredoxin glutathione reductase (TGR), Q962Y6 | Potency, µM (titrated, usually from 114 µM), without a hit: top-dose activity change, negative = inhibition, most hits filed as inhibitors | 360,000 tested, 3% active; also: potency is read from the fitted curve at half-maximal effect; nearly all actives have a fitted effect of over 60% in size
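TGR 20 nM + NADPH 100 uM (dispensed conc.), cpd preinc 15 min RT; start with NADPH (500 uM addition) then DTNB (15 mM addition). Kinetic TNB absorbance, 405 nm filter. Four-parameter Hill fit across titration.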
AmpC detergent = qHTS Inhibitors of AmpC Beta-Lactamase (assay with detergent); P00811; AID 485294, 2010; 370,000 tested, 0.041% active; Potency, µM (highest dose often 114 µM), for the others: at the highest dose activity change, negative = inhibition, hits mostly inhibitors; AmpC hydrolysis of nitrocefin, absorbance 480 nm, 0.01% Triton;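 also: potency is read from the fitted curve at half-maximal effect; 0% = no-compound wells and -100% = no-enzyme wells; nearly all actives have a fitted effect of over 25% in size; some results filed as inactive show a strong effect at the top dose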
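20 mM phosphate pH 7.0 + 0.01% (detergent screen) or 0.0001% Triton X-100; 5.3 nM AmpC reagent; cpd preinc 15 min RT; nitrocefin (800 uM stock) to start; A480 q20 s × 4 min; Activity was normalised to no-enzyme and no-compound control wells.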
The depositor's hits bear a star; ? = inconclusive; · = no result given; [ ] = another dose, or the depositor's remark. Unless noted, calls follow the shape of the dose curve; as a rule, active = well fitted curve in the direction sought with a large enough effect; inconclusive = small, poorly fitted or top-dose-only effect, or another doubt; inactive = no such curve, though single readings can be large; an effect the other way counts as inactive or inconclusive. Unless noted, % is scaled to controls: 0 for no effect and ±100 for the full control effect.

The line under a structure holds: AMA1-RON2 inh	AmpC inh no detg	AmpC detergent	HCMV antiviral	FBPA Giardia inh	Sm TGR inh
> CCCCOc1ccc(-c2nnn(CC(=O)NCCc3c[nH]c4ccccc34)n2)cc1
    -2%	0.28µM*	0%	60	-2%	0%
> Brc1ccc(OCc2cn3ccccc3n2)cc1
    24%	-14%[2.29 µM]	1%	-33	0%	-3%
> CC(C)(C)NS(=O)(=O)c1ccc(NS(C)(=O)=O)cc1
    -5%	-6%	?	-15	-1%	-5%
> O=C(c1cc([N+](=O)[O-])ccc1N1CCCCC1)N1CCCCC1
    13%	2%	2%	-10	6%	-1%
> COc1cc(Cl)c(C)cc1Nc1nc2ccccc2c2nnc(C)n12
    ·	·	19%	0	·	5%
> CCOc1ccccc1N1CCN(C(=O)Nc2cccc(Cl)c2)CC1
    -6%	38%	-1%	-34	-1%	6%
> O=C(CCc1nnc(CCCCc2ccccc2)o1)NCc1cc(F)ccc1F
    4%	108%[activator]	5%	?	-11%	16%
> CC(=O)c1cccc(NC(=O)/C(=C\c2cccnc2)NC(=O)c2ccc(C)cc2)c1
    5%	-2%	-1%	-2	6%	6%
> Cc1ccc(NC(=O)c2cccc(N3CCCS3(=O)=O)c2)cc1
    ·	·	-2%	42	·	10%
> Cc1ccc(S(=O)(=O)N2C(=O)CCC2C(=O)Nc2ccc3c(c2)OCCO3)cc1 (stereo unspecified)
    -1%	-37%	0%	35	1%	-3%
> CC(=O)Nc1cc[n+](C(C)C(=O)c2ccc(Cl)cc2)cc1 (stereo unspecified)
    -8%	-13%	?	?	3%	-8%
> COc1cc(C(=O)N2CCN(c3cccc(C)c3C)CC2)cc(OC)c1OC
    -8%	170%[activator]	-7%	?	1%	?
> O=C(CNC(=O)c1ccccc1)Nc1ccsc1C(=O)O
    -2%	-16%	4%	10	-6%	13%
> COc1ccccc1N1CCN(C(=O)CN2C(=O)COc3ccc(S(=O)(=O)N4CCCC4)cc32)CC1
    ·	·	4%	15	·	-1%
> CC(C)CNC(=S)N(CCN(C)C)Cc1cc2cc3c(cc2[nH]c1=O)OCO3
    -10%	-18%	-3%	48	-4%	1%

Quoted at random: 2 entries already listed
The line under a structure holds: AMA1-RON2 inh	AmpC inh no detg	AmpC detergent	HCMV antiviral	FBPA Giardia inh	Sm TGR inh
> CC(C)(C)NS(=O)(=O)c1ccc(NS(C)(=O)=O)cc1
    -5%	-6%	?	-15	-1%	-5%
> CC(=O)c1cccc(NC(=O)/C(=C\c2cccnc2)NC(=O)c2ccc(C)cc2)c1
    5%	-2%	-1%	-2	6%	6%

Compound profiles, as listed above. Screens in order: AMA1-RON2 inh	AmpC inh no detg	AmpC detergent	HCMV antiviral	FBPA Giardia inh	Sm TGR inh
CCOc1ccccc1N1CCN(C(=O)Nc2cccc(Cl)c2)CC1 across the screens: -6%	38%	-1%	-34	-1%	6%
O=C(CNC(=O)c1ccccc1)Nc1ccsc1C(=O)O across the screens: -2%	-16%	4%	10	-6%	13%

Going on with the list:
The line under a structure holds: AMA1-RON2 inh	AmpC inh no detg	AmpC detergent	HCMV antiviral	FBPA Giardia inh	Sm TGR inh
> Cc1ccc(S(=O)(=O)N2CCCOC2CNC(=O)C(=O)NCc2cccs2)cc1 (stereo unspecified)
    -2%	-5%	3%	1	1%	0%
> CCOC(=O)c1sc2nc(CSc3ccccc3)nc(N3CCC(C(N)=O)CC3)c2c1C
    -4%	121%[activator]	1%	?	-15%	-1%
> O=C(NCCCCNC(=O)c1cccnc1Cl)c1cccnc1Cl
    30%	-20%	11%	?	·	-20%
> CCc1ccccc1NC(=O)Cn1cc(C(=O)c2ccncc2)c(=O)c2cc(C)ccc21
    ·	·	31%[activator]	15	·	9%
> O=C(NCc1ccccc1)c1ccc2oc(=O)n(Cc3ccccc3)c2c1
    ·	·	-3%	5	·	7%
> COc1cccc(C(=O)Nc2ccccc2OCc2cc(=O)n3cc(C)ccc3n2)c1
    ·	·	3%	2	·	-3%
> Cc1cc(C)n(CCC(=O)N2CCN(S(=O)(=O)c3ccc(C)c(C)c3)CC2)n1
    27%	59%	8%	-16	13%	?
> CC(CCc1ccccc1)NC(=O)Cn1ncc2c3ccccc3n(Cc3ccccc3)c2c1=O (stereo unspecified)
    ·	·	-4%	9	·	-2%
> CCCCOCCCNCC(=O)Nc1ccc(S(N)(=O)=O)cc1
    20%	-18%	-9%	48	3%	-10%
> C=Cc1ccc(Cn2c(C(=O)O)c(CNCc3ccc(F)cc3)c3ccc(C)cc32)cc1
    ·	·	10%	-91*	·	2%
> Cc1ccc2cc(CN(Cc3ccc(F)cc3)Cc3nnnn3C3CCCC3)c(=O)[nH]c2c1
    -3%	2%	0%	25	?	-5%
> Cn1ccnc1SCC(=O)c1cccc(C(F)(F)F)c1
    16%	-13%	-13%	58	11%	-12%
> CCOC(=O)c1cnc2ccc(C(=O)OC)cc2c1NCCc1ccc(OC)c(OC)c1
    4%	140%[activator]	-11%	-13	-1%	-2%
> COc1ccc(OC)c(CN(CCN2CCOCC2)S(=O)(=O)c2ccc(NC(C)=O)cc2)c1
    0%	62%[activator]	-5%	-37	3%	-7%
> CCn1cc(C(=O)NCCCOC(C)C)c2cc(OC)c(OC)cc2c1=O
    0%	9%	1%	27	-29%	8%
> CCOC(=O)c1cnc2nc(N3CCOCC3)nn2c1N
    3%	-9%	-11%	-8	1%	-2%
> CC(C)(C)c1ccc(OCCC(=O)OCC(=O)NC2CCCCC2)cc1
    21%	140%[activator]	?	-23	·	1%
> COc1ccccc1C1CCN(Cc2cccc(C(=O)N3CCC(O)CC3)c2)CC1
    3%	21%	-5%	·	4%	-12%
> CN(C(=O)Cn1c(=O)n(Cc2ccc(C(=O)NCc3ccc4c(c3)OCO4)cc2)c(=O)c2ccccc21)c1ccccc1
    ·	·	22%	-28	·	0%
> COCCCC1CCN(C(=O)C2CCC(=O)N(Cc3ccccc3F)C2)CC1 (stereo unspecified)
    -2%	78%[activator]	6%	-4	·	-7%
> CS(=O)(=O)c1ccc(Cl)c(NC(=O)CCN2C(=O)NC3(CCCC3)C2=O)c1
    6%	-19%	·	16	·	·
> COc1ccc(OC)c(-n2c(C)ccc2-c2ccc(S(C)(=O)=O)cc2)c1
    -27%	69%[activator]	-13%	-5	?	-29%
> O=C(COC(=O)c1ccc([N+](=O)[O-])s1)NCc1ccc(F)cc1
    -2%	-15%	-2%	49	1%	-35%
> O=C(N/N=C/c1ccc2c(c1)OCO2)c1cccc(NC(=O)c2ccccc2Cl)c1
    35%[activator]	-32%	-7%	41	2%	-4%
> Cc1cc(C)c(NC(=O)Cc2ccc(-n3cccc3)cc2)c(C)c1
    -8%	-24%	-1%	19	1%	1%
> CCOC(=O)c1c(NC(=O)Cn2nc(C(F)(F)F)cc2C)sc2c1CCC2
    4%	-16%	-12%	26	-1%	?
> O=C(NC(NC1CCS(=O)(=O)C1)C(Cl)(Cl)Cl)c1cccc(Cl)c1 (stereo unspecified)
    4%	-6%	1%	3	4%	8%
> Cc1cccc(-c2nnc(-c3ccc(N)cc3)o2)c1
    26%	-19%	4%	148	-3%	3%
> NC(=O)C1CCN(C(=O)CCC(=O)N2CCOc3ccc(Cl)cc32)CC1
    -3%	-7%	-7%	14	5%	-2%
> O=C(N=C1SC2CS(=O)(=O)CC2N1c1cccc(Cl)c1Cl)C1CC1 (stereo unspecified)
    -15%	1%	3%	-9	·	-5%

Three compounds out of the list, ordered by count of non-hydrogen atoms, ascending:
The line under a structure holds: AMA1-RON2 inh	AmpC inh no detg	AmpC detergent	HCMV antiviral	FBPA Giardia inh	Sm TGR inh
> O=C(NC(NC1CCS(=O)(=O)C1)C(Cl)(Cl)Cl)c1cccc(Cl)c1 (stereo unspecified)
    4%	-6%	1%	3	4%	8%
> O=C(N=C1SC2CS(=O)(=O)CC2N1c1cccc(Cl)c1Cl)C1CC1 (stereo unspecified)
    -15%	1%	3%	-9	·	-5%
> NC(=O)C1CCN(C(=O)CCC(=O)N2CCOc3ccc(Cl)cc32)CC1
    -3%	-7%	-7%	14	5%	-2%

Further results follow:
The line under a structure holds: AMA1-RON2 inh	AmpC inh no detg	AmpC detergent	HCMV antiviral	FBPA Giardia inh	Sm TGR inh
> C=CCSc1nnc(NC(=O)CSc2nc(CCC)cc(=O)[nH]2)s1
    2%	-44%	-7%	-7	16%	-14%
> CCOc1ccc(C2=C/C(=C/c3cccnc3)C(=O)O2)cc1
    17%	-3%	-2%	51	19%	?
> COC(=O)c1cccc(CSC(=S)N2CCCC2)c1
    10%	-13%	-2%	7	3%	8%
> Cn1c(N=Nc2ccccc2)nc2ccccc21
    -24%	-5%	-12%	-29	-23%	-3%
> CCCn1c(=O)c(F)cn(Cc2ccc(OC)c([N+](=O)[O-])c2)c1=O
    -3%	-19%	-8%	45	-3%	4%
> Cc1ccccc1CS(=O)(=O)Cc1ccc(C(=O)N2CCOCC2)o1
    1%	-2%	?	-8	9%	-11%
> Cc1nn(-c2ccccc2)c(C)c1/C=N/NC(=O)CSc1nc2ccccc2c(=O)n1-c1ccccc1
    -2%	?	0%	?	0%	-5%
> CCN(CC)S(=O)(=O)c1cc(OC)c(C)cc1C
    -3%	10%	4%	2	4%	-1%
> CS(=O)(=O)c1cccc(-c2nnc(NC(=O)c3ccc4c(c3)OCCO4)o2)c1
    ·	·	17%	18	·	2%
> O=C(c1ccc(Cl)cc1)C1CCCN(Cc2cnn(-c3ccccc3)c2)C1 (stereo unspecified)
    ?	62%[activator]	8%	-2	0%	4%
> COc1cc(C(=O)Nc2ccc3c(c2)OCO3)ccc1OCc1c(C)noc1C
    17%	-27%	0%	-24	1%	-1%
> Cc1cc(C(=O)COc2ccc(-c3nnco3)cc2)c(C)n1Cc1ccccc1
    2%	0%	?	-70*	-5%	?
> CCOC(=O)c1cnc(-n2nc(C)cc2C)nc1NC1CCCCC1
    72%[activator]	101%[activator]	0%	-87*	0%	2%
> O=S(=O)(c1ccc(F)c(F)c1F)N1CCN(C(=S)Nc2ccccc2)CC1
    -5%	-60%	-1%	17	0%	2%
> COC(=O)[C@H](CC(C)C)N(Cc1ccccc1)S(=O)(=O)N(Cc1ccccc1)[C@@H](CC(C)C)C(=O)OC
    -1%	-22%	·	-69*	·	·
> O=C(NCc1ccccn1)C1CCCN(S(=O)(=O)c2ccccc2)C1 (stereo unspecified)
    -1%	0%	?	?	1%	0%
